# Screens deposited in PubChem by National Center for Advancing Translational Sciences (NCATS).
# KB-V1 cytotox: qHTS assay for MDR1-selective chemotherapeutics: Primary screen using the drug-selected MDR subline cells KB-V1 | KB-V1 MDR cells viability, CellTiter-Glo, 72 h | Potency, µM (top dose mostly 46.1 µM), for inactives: top-dose activity change, negative = cytotoxicity, actives largely listed as cytotoxic | 3.4% of 400,000 active; note: potency is the fitted concentration of half-maximal effect; % is set by controls: 0 for no effect and ±100 for the full control effect; nearly all actives have a fitted effect of over 60% in size
#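 qHTS viability screen in drug-selected KB-V1 MDR cells: 72 h compound treatment at 37 degrees C, ATP luminescence end point.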
# IL-1B inflam inh: qHTS for Inhibitors of Inflammasome Signaling: IL-1-beta AlphaLISA Primary Screen | THP-1 LPS/ATP IL-1B secretion, AlphaLISA, 16 h; stronger effect = lower value | activity change, % at 57.5 µM | 4.7% of 360,000 active | AID 743279, 2014; in the data active = activity change below about -50%; inconclusive = mostly about -30% to -49%; note: % is set by controls: 0 for no effect and ±100 for the full control effect
#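 Secreted IL-1B measured by AlphaLISA bead assay after 16 h compound exposure of THP-1 cells; compounds (final up to 57.5 uM) added 1 h before LPS (250 ng/mL) and ATP (1.25 mM) stimulation; lower signal means less secretion.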
# D3 ag: qHTS of D3 Dopamine Receptor Agonist: qHTS. D(3) dopamine receptor (Homo sapiens), P35462. D3R DiscoveRx beta-arrestin cells, luminescence, 90 min. max activation, %. 0.58% of 410,000 active; in the data active = max activation above about 30%; note: 0% is about no effect; mostly tested at two doses, the higher about 12 µM
# Target sequence (P35462 whole entry, looked up): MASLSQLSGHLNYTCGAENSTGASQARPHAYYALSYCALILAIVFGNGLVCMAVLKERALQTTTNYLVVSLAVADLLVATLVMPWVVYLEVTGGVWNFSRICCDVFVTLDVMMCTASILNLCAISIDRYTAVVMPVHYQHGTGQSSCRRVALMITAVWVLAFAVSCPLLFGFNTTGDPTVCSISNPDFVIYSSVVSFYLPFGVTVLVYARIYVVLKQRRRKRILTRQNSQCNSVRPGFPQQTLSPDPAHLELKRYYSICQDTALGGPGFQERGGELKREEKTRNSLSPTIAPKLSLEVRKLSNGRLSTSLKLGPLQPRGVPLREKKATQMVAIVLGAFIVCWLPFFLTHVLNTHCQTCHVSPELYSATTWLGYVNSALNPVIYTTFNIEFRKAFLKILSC
#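 Cells at 1500/well, incubated overnight, then treated with pinned compounds (dopamine as control) for 90 min at 37 degrees C. DiscoveRx reagent added for 30 - 60 minutes at room temperature; luminescence read.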
# MCF10A rereplic: A quantitative high throughput screen for small molecules that induce DNA re-replication in MCF 10a normal breast cells; MCF 10A DNA re-replication, Hoechst nuclear intensity, 48 h; Potency, µM (series often up to 46.1 µM), without a hit: at the highest dose activity, positive = re-replication, most hits filed as activators; 2.9% of 350,000 active; AID 624296, 2012; note: potency is the fitted concentration of half-maximal effect; % of control where 0% means no effect; nearly all actives have a fitted effect of over 50% in size
# HT1080 IDH1KD tx: qHTS for induction of synthetic lethality in tumor cells producing 2HG: qHTS for the HT-1080-IDH1KD cell line. 2% of 360,000 active. Potency, µM (top dose mostly 46.1 µM), inactives show top-dose activity, negative = toxicity, actives largely listed as cytotoxic. HT-1080 IDH1 knockdown viability, ATP luminescence, 48 h;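 note: potency is the fitted concentration of half-maximal effect; 0% = DMSO wells and -100% = cell-free medium wells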
#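 IDH1KD HT-1080 cells, 750/well, RPMI + 5% FBS; compound pinned after 2 h settling; 48 h, 37 °C; CellTiter-Glo luminescence; % activity normalised to DMSO and no-cell wells; curves fitted, classed by r2 and efficacy.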
# HEK293 tox: qHTS of GLP-1 Receptor Inverse Agonists: Cytotox Screen; HEK293 cAMP-luciferase reporter cells, luminescence, 24 h; Potency, µM (doses to about 38.3 µM), for the others: at the top dose activity change, negative = inhibition, hits mostly inhibitors; 0.13% of 410,000 active; AID 624418, 2012;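 note: loss of luciferase light is scored as toxicity; potency is the fitted concentration of half-maximal effect; % is set by controls: 0 for no effect and ±100 for the full control effect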
#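 1536-well qHTS counterscreen of the MLSMR; 200 cells/uL, 12 h pre-incubation, 23 nL cpd, 24 h at 37 deg C 5% CO2, luciferase detection reagent, 12 min RT, luminescence. Inhibition = undesired.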
# KB-3-1 tox: qHTS assay for MDR1-selective chemotherapeutics: Primary screen using the parental adenocarcinoma cell KB-3-1. KB-3-1 viability, CellTiter-Glo ATP luminescence, 72 h. Potency, µM (top dose mostly 46.1 µM), inactives show top-dose activity change, negative = cytotoxic, most hits filed as cytotoxic. 1.4% of 400,000 active. AID 1347075, 2019; note: potency is the fitted concentration of half-maximal effect; % is set by controls: 0 for no effect and ±100 for the full control effect; nearly all actives have a fitted effect of over 60% in size
#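 72 h, 37 °C compound treatment of KB-3-1 parental cells; CellTiter-Glo added, 10 min, luminescence read. Data corrected against DMSO-only plates and normalized before curve fitting.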
# HT1080-NT tox: qHTS for induction of synthetic lethality in tumor cells producing 2HG: qHTS for the HT-1080-NT fibrosarcoma cell line. HT-1080-NT fibrosarcoma viability, CellTiter-Glo ATP luminescence, 48 h. Potency, µM (titrated, usually from 46.1 µM), without a hit: top-dose activity, negative = less viability, hits mostly cytotoxic. 1.6% of 360,000 active. AID 686970, 2013;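 note: NT is the 2HG producing partner of a matched IDH1 knockdown line; potency is the fitted concentration of half-maximal effect; 0% = DMSO-treated cells and -100% = media-only wells without cells; nearly all actives have a fitted effect of over 55% in size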
#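 HT-1080-NT; 750 cells/well; 5% FBS RPMI; 48 h compound, 37 degrees C; CellTiter-Glo luminescence; curve fitting and curve-class assignment.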
# SW480 rereplic: A quantitative high throughput screen for small molecules that induce DNA re-replication in SW480 colon adenocarcinoma cells; Potency, µM (series often up to 46.1 µM), inactives show at the top dose re-replication activation, usual class: activators; SW480 DNA re-replication, Hoechst DNA content imaging, 48 h; 1.8% of 340,000 active; AID 624297, 2012; note: potency is the fitted concentration of half-maximal effect; % of control where 0% means no effect; nearly all actives have a fitted effect of over 55% in size
#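 Compounds, transferred as 23 nL by pin tool, were incubated with cells for 48 hr; DNA content per nucleus was then quantified by Hoechst staining and fluorescence plate imaging.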
# Numbers without * were called inactive; i = inactive; ? = inconclusive; · = no result given; & = joins results of further samples; [ ] = remark or other dose. Unless noted, calls come from the whole dose curve; as a rule, active = well fitted curve in the direction sought with a large enough effect; inconclusive = small, poorly fitted or top-dose-only effect, or another doubt; inactive = no such curve, though single readings can be large; an effect the other way counts as inactive or inconclusive.
SMILES,KB-V1 cytotox,IL-1B inflam inh,D3 ag,MCF10A rereplic,HT1080 IDH1KD tx,HEK293 tox,KB-3-1 tox,HT1080-NT tox,SW480 rereplic
COc1cccc(N(C(=O)Cn2nnc(-c3ccc(F)cc3)n2)C(C(=O)NCC2CCCO2)c2ccc(Cl)cc2)c1 (stereo not drawn),0%,-8,2,?,-1%,-6%,0%,-1%,-2%
Cc1ccc(S(=O)(=O)N2C(=O)CCC2C(=O)Nn2cnnc2)cc1 (stereo not drawn),4%,40,1,5%,5%,3%,6%,12%,-2%
C#CCNC(=O)C[C@@H]1C[C@@]2(C(=O)OC)CCCCC=C2N(Cc2ccco2)C1=O,7%,7,5,·,7%,-1%,23%,18%,·
CC1CC(C)CN(C(=O)COC(=O)c2ccc3c(c2)C(=O)N(Cc2ccco2)C3=O)C1 (stereo not drawn),?,5,2,9%,3%,3%,2%,6%,2%
COC(=O)c1ccc(C)c(NC(=O)CSc2nc3[nH]c(=O)cc(O)c3s2)c1,29%,6,2,1%,0%,0%,2%,6%,1%
CC(C)(C)NC(=O)C(c1ccncc1)N(C(=O)CNC(=O)c1ccco1)c1ccc(F)cc1 (stereo not drawn),-6%,5,-13,-8%,1%,-10%,-6%,3%,-1%
CC(=O)c1ccc(NC(=O)CN2CCCCCC2)cc1,-10%,-15,-10,1%,0%,-3%,-2%,21%,-6%
CCOc1ccc(N2C(=O)CC(NCCc3ccncc3)C2=O)cc1 (stereo not drawn),-7%,0,7,-5%,-3%,9%,22%,11%,-5%
CC(=O)Nc1ccc(NC(=O)c2cc(-c3ccc(C)cc3O)n[nH]2)cc1,-13%,26,0,10%,-9%,-8%,-3%,-12%,-9%
Cc1ccc(NC2CCCN(C(=O)c3cccc4nccnc34)C2)cc1C (stereo not drawn),?,i,5,-2%,15%,-1%,-19%,7%,-28%
COc1ccccc1CNC(=O)CCC1N=C2c3ccccc3N=C(SCC(=O)NCC3CCCO3)N2C1=O (stereo not drawn),?,21,4,-8%,6%,-5%,7%,17%,-14%
Cc1ccccc1OCCC(=O)NNC(=O)COc1cccc(F)c1,·,-4,-18,?,0%,8%,·,4%,-12%
CCCC(=O)N1CC(=O)Nc2ccc(Cl)cc2C1c1ccccc1 (stereo not drawn),5%,·,1,·,·,2%,1%,·,·
CC(=O)NC1CCN(C(=O)N2CCCC2)CC1,11%,-13,3,0%,0%,8%,-5%,3%,-13%
Cc1onc(-c2ccccc2)c1C(=O)Nc1ccc(S(=O)(=O)N2CCOCC2)cc1,-5%,-1,-12,46%,-3%,-4%,5%,0%,7%
CC(NS(=O)(=O)c1ccccc1)C(=O)Nc1nccs1 (stereo not drawn),7%,-20,-2,6%,-10%,0%,10%,0%,5%
CCOC(=O)C1CCN(CCC(=O)Nc2ccc(Br)c(C)c2)CC1,-2%&-10%,8,-4&-18,?,?,-26%&-6%,?,?,-2%
Cc1cc(=O)n2nc(N3CCCC(C(=O)NCc4cccc(Cl)c4)C3)sc2n1 (stereo not drawn),-16%,?,1,3%,-2%,-7%,27%,25%,-23%
CCOc1cc(/C=C2\N=C(SCC)SC2=O)cc([N+](=O)[O-])c1OC(C)=O,5%,0,-8,-34%[inhibitor],-23%,-6%,-1%,1%,-16%
O=C(O)C1CCCCC1C(=O)Nc1ccccc1Nc1ccccc1 (stereo not drawn),0%,-16,-3,-1%,1%,-22%,-2%,-2%,-1%
COc1cccc(C(=O)N2CCN(Cc3ccc4c(c3)OCO4)CC2)c1OC,?,-28,-3,0%,0%,17%,-6%,-2%,-2%
CN(CC(=O)N1CCCC1)S(=O)(=O)c1cc(Cl)ccc1Cl,-6%,-8,-6,1%,-2%,4%,11%,17%,-19%
CC(=O)Nc1ccc(S(=O)(=O)NNC(=O)CCC(=O)Nc2cc(C)ccc2C)cc1,10%,19,0,21%,16%,2%,-1%,23%,-8%
N#Cc1ccc(C(=O)NC2CCCCCCC2)cc1,2%,-3,-3,-3%,-10%,9%,-7%,2%,1%
O=C(Nc1ccc(Br)cn1)c1coc(=O)c(Br)c1,11%,?,1,?,-18%,-8%,-11%,-9%,?
CCOC(=O)C1CCN(C(=O)/C(C)=C\c2ccccc2)CC1,10%,-8,1,3%,11%,-5%,-3%,-1%,-7%
CCOC(=O)c1ccccc1N=Cc1c(O)c2ccccc2oc1=O,9%,-2,3,17%,-7%,-4%,0%,-1%,0%
COc1cc2cc(C(=O)Nc3ccccc3)c(N)nc2cc1OC,-14%,?,-3,?,7%,54%[activator],-2%,5%,17%
N#Cc1cnn(Cc2ccccc2)c1N,?,-7,1,2%,8%,-6%,1%,6%,-2%
CC(C)(C)OC(=O)NCCCC[C@@H](C(=O)N1CCN(C(=O)OC(C)(C)C)CC1)n1cc(CCC(=O)O)nn1,0%,21,38*,-1%,3%,-14%,11%,2%,-64%[inhibitor]
O=[N+]([O-])c1ccc(C(O)C[n+]2ccccc2)cc1 (stereo not drawn),-14%,-6,8,?,1%,0%,-1%,-20%,4%
COc1ccc(NC(=O)c2cc3c(=O)n(C)c4ccccc4c3n2C)cc1OC,-5%,·,2,10%,-1%,4%,-9%,4%,1%
Cc1ccccc1N(C(=O)c1snc(C(N)=O)c1N)C(C(=O)NCC1CCCO1)c1ccc(F)cc1 (stereo not drawn),?,19,0,27%,-6%,-1%,-18%,-13%,?
COc1ccc(CCN(C)C(=O)C2CCCN(Cc3ccc(OC)c(OC)c3)C2)cc1OC (stereo not drawn),-13%,-17,4,3%,21%,1%,3%,5%,-5%
Cc1ccccc1NC(=O)c1ccc(C)c(S(=O)(=O)Nc2ccccn2)c1,?,1,17,4%,0%,6%,8%,10%,-2%
CCOC(=O)C1=NN(c2ccccc2C)C2=NC(C)=C(C(=O)OC)C(c3cccs3)N12 (stereo not drawn),-3%,-9,0,19%,4%,7%,11%,6%,-8%
COc1ccc(S(=O)(=O)N2CCC(C(=O)N[C@H](C(=O)NCc3ccco3)C(C)C)CC2)cc1,?,-7,-4,-2%,-3%,2%,7%,-6%,4%
c1ccc2c(c1)Oc1cccc3cccc-2c13,-3%,17,-12,11%,4%,-1%,-1%,12%,0%
CN1CCC(CNC(=O)Nc2csc3ccccc23)CC1,0%,51,-10,-1%,-2%,-6%,1%,-14%,-4%
CC(C)(C)c1ccc(C(=O)NNc2cc(N3CCOCC3)nc(N3CCOCC3)n2)cc1,-5%,6,-1,?,-14%,21%,2%,-24%,-36%[inhibitor]
O=C(Oc1nsnc1N1CCOCC1)N1CCCCC1,?,4,3,0%,5%,-10%,4%,2%,8%
COc1cc(CNn2c(C)n[nH]c2=S)cc(Cl)c1OCc1ccccc1,-3%,3,-21,-32%,0%,-2%,-23%,?,14%
O=C(NCCS(=O)(=O)N1CCN(c2ccccc2)CC1)C12CC3CC(CC(C3)C1)C2,-4%,-1,-1,·,-7%,-2%,-2%,-15%,·
COc1ccc(C(=O)NC2CCN(Cc3ccccc3)C2)cc1S(=O)(=O)N1CCOCC1 (stereo not drawn),?,?,-19,12%,-1%,0%,-4%,-4%,9%

# Ordered by count of non-hydrogen atoms (rising): part of the list above
SMILES,KB-V1 cytotox,IL-1B inflam inh,D3 ag,MCF10A rereplic,HT1080 IDH1KD tx,HEK293 tox,KB-3-1 tox,HT1080-NT tox,SW480 rereplic
c1ccc2c(c1)Oc1cccc3cccc-2c13,-3%,17,-12,11%,4%,-1%,-1%,12%,0%
O=C(Nc1ccc(Br)cn1)c1coc(=O)c(Br)c1,11%,?,1,?,-18%,-8%,-11%,-9%,?
CCOC(=O)C1CCN(C(=O)/C(C)=C\c2ccccc2)CC1,10%,-8,1,3%,11%,-5%,-3%,-1%,-7%
Cc1ccccc1OCCC(=O)NNC(=O)COc1cccc(F)c1,·,-4,-18,?,0%,8%,·,4%,-12%
COc1cc(CNn2c(C)n[nH]c2=S)cc(Cl)c1OCc1ccccc1,-3%,3,-21,-32%,0%,-2%,-23%,?,14%
CCOC(=O)C1=NN(c2ccccc2C)C2=NC(C)=C(C(=O)OC)C(c3cccs3)N12 (stereo not drawn),-3%,-9,0,19%,4%,7%,11%,6%,-8%
CC(C)(C)c1ccc(C(=O)NNc2cc(N3CCOCC3)nc(N3CCOCC3)n2)cc1,-5%,6,-1,?,-14%,21%,2%,-24%,-36%[inhibitor]
COc1ccc(S(=O)(=O)N2CCC(C(=O)N[C@H](C(=O)NCc3ccco3)C(C)C)CC2)cc1,?,-7,-4,-2%,-3%,2%,7%,-6%,4%
Cc1ccccc1N(C(=O)c1snc(C(N)=O)c1N)C(C(=O)NCC1CCCO1)c1ccc(F)cc1 (stereo not drawn),?,19,0,27%,-6%,-1%,-18%,-13%,?
COc1ccccc1CNC(=O)CCC1N=C2c3ccccc3N=C(SCC(=O)NCC3CCCO3)N2C1=O (stereo not drawn),?,21,4,-8%,6%,-5%,7%,17%,-14%
COc1cccc(N(C(=O)Cn2nnc(-c3ccc(F)cc3)n2)C(C(=O)NCC2CCCO2)c2ccc(Cl)cc2)c1 (stereo not drawn),0%,-8,2,?,-1%,-6%,0%,-1%,-2%
